Assay outcomes as filed in PubChem.
Bfl-1 displacement: displacement of Bid BH3 peptide from Bfl-1 – biochemical, fluorescence polarization, FITC-Bid, mouse, primary screen (AID 432); FITC-Bid BH3 peptide fluorescence polarization displacement; higher % means a stronger effect; one-dose displacement, % at 20 µM; IC50 in µM for titrated hits; hit rate 0.02% among 64,000; in the data active = a potency from the dose series; inactive = the rest, 99 in 100 with displacement below about 15%; note: strong numbers were not always called active
HPDE-C7K KRASV12: viability loss of HPDE-C7K cells – cell-based, fluorescence, HTS, primary screen (AID 431); cytotoxicity, % at 10 µM, or EC50 in µM where a hit was titrated; HPDE-C7K KRASV12 cells, Alamar Blue viability, 48 h; higher % means a stronger effect; hit rate 1.7% among 63,000;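 active = compounds whose percent cytotoxicity in the single-dose primary screen, scaled between solvent and toxic-drug controls, exceeds 50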;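 note: 0% = DMSO solvent wells and 100% = doxorubicin-treated wells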
LYP inhibition: LYP phosphatase inhibitors, primary screen, biochemical, DiFMUP fluorescence, recombinant catalytic domain, 10 µM (AID 606); inhibition, % at 10 µM, or IC50 in µM where a hit was titrated; 52,000 tested, under 10 active; recombinant LYP catalytic domain, DiFMUP fluorescence; higher % means a stronger effect;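 active = IC50 under 40 µM in the dose-response test; inactive = IC50 of 40 µM or more, or never dose-tested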
DPM-DC inhibit: blocks S. pneumoniae diphosphomevalonate decarboxylase | purified DPM-DC, PK/LDH coupled NADH fluorescence | calls only at 10 µM | hit rate 0.49% among 65,000 | AID 556;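 active = the 320 compounds with the highest percent inhibition in the single-dose primary screen, excluding strongly autofluorescent ones, cut at about 32% in these data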;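 note: kinetic rate of NADH fluorescence loss reporting ADP formed by the decarboxylase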
Spn PMK inh: blocks S. pneumoniae phosphomevalonate kinase; purified PMK, PK/LDH-coupled NADH absorbance 340 nm; inhibition, % at 10 µM; hit rate 0.49% among 65,000;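 active = top-ranked compounds by inhibition in the single 10 µM screen, taking a fixed number of the strongest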;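 note: 0% = full reaction with DMSO carrier and 100% = background rate without enzyme reaction; no value below 0 was filed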
MK inhibit: inhibitors of Streptococcus pneumoniae mevalonate kinase; purified MK, PK/LDH-coupled NADH absorbance 340 nm; AID 555; hit rate 0.48% among 65,000; inhibition, % at 10 µM;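 active = ranked among the strongest by inhibition in the single 10 µM screen, a fixed top-ranked set picked for dose follow-up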; note: no value below 0 was filed
TNAP inhibition: human TNAP enzyme inhibitors, biochemical, luminescent (AID 518); hit rate 0.09% among 64,000; purified TNAP enzyme, luminescent substrate readout; higher % means a stronger effect; one-dose inhibition, % at 20 µM; IC50 in µM for titrated hits; in the data active = a potency from the dose series; inactive = the rest, 99 in 100 with inhibition below about 22%;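 note: plate controls were vehicle for no effect and reference inhibitor for full effect; many of its hits are not listed in these tables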
HT1080 viability: cytotoxicity in HT1080 fibrosarcoma cells, cell-based, fluorescence readout (AID 620). hit rate 0.42% among 87,000. cytotoxicity, % at 10 µM, or EC50 in µM where a hit was titrated. HT1080 viability, fluorescence; higher % means a stronger effect;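 note: cells exposed to compound overnight then 4 h with Alamar Blue; 0% = vehicle DMSO and 100% = killing control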
HPDE-C7 viability: cytotoxicity in HPDE-C7 cells, cell-based, fluorescence, HTS (AID 430). HPDE-C7 pancreatic duct cells viability, fluorescence; higher % means a stronger effect. cytotoxicity, % at 10 µM, or EC50 in µM where a hit was titrated. hit rate 1.8% among 63,000;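 note: cells exposed to compound for 48 hours before viability readout; 0% = vehicle and 100% = reference cytotoxic drug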
Spn PMK inh pilot replicates: recorded beside Spn PMK inh, whose call it bears; inhibition, %; measured here: pilot screen replicates
MK inhibit pilot replicates: also measured in MK inhibit; calls as there; inhibition, %; measured here: pilot screen replicates
DPM-DC inhibit pilot screen %: second read-out of DPM-DC inhibit, no call of its own (marks repeat the call); inhibition, %; measured here: pilot screen trials
* marks the source's active call; other numbers are inactive results; i = inactive; / = no result given; + = active, no number. Cut-off read from the data, not from the text of the source, unless noted: active = cytotoxicity above about 50%; inactive = the rest.

SMILES | Bfl-1 displacement | HPDE-C7K KRASV12 | LYP inhibition | DPM-DC inhibit | Spn PMK inh | MK inhibit | TNAP inhibition | HT1080 viability | HPDE-C7 viability | others
O=C(O)c1cc(NC(=O)C2CCCO2)cc(NC(=O)C2CCCO2)c1 (stereo not given) | -3% | -1% | 10% | i | 0 | 11 | 3% | 5% | 6%
CCOC(=O)Cc1csc(NC(=O)c2c(-c3ccccc3)noc2C)n1 | -8% | -2% | 6% | i | 17 | 10 | 6% | 4% | 0%
Cc1nc2ccccc2c2oc(C(=O)NCCCN3CCCC3=O)cc12 | -4% | -1% | -4% | i | 0 | 5 | 13% | -9% | 8% | Spn PMK inh pilot replicates=4.0;MK inhibit pilot replicates=0.0;DPM-DC inhibit pilot screen %=1.5
Cc1ccc2nsnc2c1N(S(C)(=O)=O)S(C)(=O)=O | -3% | -28% | 0% | i | 4 | 0 | 2% | 16% | -14%
CCC(C)NC(=O)c1cn(C)c(=O)c2cc(OC)c(OC)cc12 (stereo not given) | -3% | -3% | 4% | i | 0 | 1 | 22% | 3% | -16%
CC(C)(C)n1ncc2c(=O)n(CC(=O)Nc3ccc4c(c3)OCCO4)cnc21 | 1% | -8% | / | i | 9 | 6 | 3% | 13% | -7%
O=C(Nc1cccc(C(F)(F)F)c1)C1CCCN(c2ncccn2)C1 (stereo not given) | 4% | -18% | / | i | 0 | 4 | 12% | -9% | -14%
CC1(C)Cc2ccccc2-c2nnc(SCc3ccc(C#N)cc3)n21 | -16% | 5% | -1% | i | 11 | 13 | 8% | -9% | -2%
O=S(=O)(CCCc1ccccc1)c1ncn[nH]1 | 0% | 0% | / | i | 7 | 5 | 11% | 16% | 0%
N#Cc1cc2c(nc1SCC1COc3ccccc3O1)CCC2 (stereo not given) | -4% | -2% | / | i | 13 | 1 | 12% | 5% | -13%
COc1ccc(C)cc1Nc1cc(C)nc2nc(C)nn12 | 3% | 3% | 6% | i | 11 | 11 | 3% | -2% | -2%
Brc1ccccc1-c1nnc2sc(Cc3ccccc3)nn12 | 2% | 11% | 2% | i | 6 | 4 | 6% | -8% | 9%
CC(=O)c1ccc(C(=O)Nc2nnc(-c3ccc(Cl)cc3)o2)cc1 | 0% | 45% | -1% | i | 0 | 1 | -2% | -8% | 67%*
CC(NC(=O)OCc1ccccc1)C(=O)NCC1CCCO1 (stereo not given) | -3% | -37% | 0% | i | 6 | 12 | 10% | -17% | -22%
CCOc1ccc(-c2noc(=O)[nH]2)cc1 | -3% | 0% | -4% | i | 8 | 6 | 7% | -3% | 1%
COc1ccc(-c2nc3n(n2)C(c2ccccc2)C2=C(CCCC2=O)N3)cc1OC (stereo not given) | 7% | 3% | 6% | i | 5 | / | -8% | 5% | -1%
Cc1nc2c(-c3ccc(F)cc3)c(C)nn2c(C)c1CCC(=O)N1CCN(c2ccccn2)CC1 | -2% | 13% | -21% | i | 4 | 3 | 8% | 0% | 13%
CCOc1ccc(S(=O)(=O)NCCN2CCOCC2)c2ccccc12 | 0% | 6% | / | i | 0 | 7 | 11% | 2% | -8%
Cc1onc(-c2c(F)cccc2Cl)c1C(=O)Nc1ccc(S(=O)(=O)Nc2ncccn2)cc1 | -5% | -13% | 6% | i | 8 | 0 | 10% | 20% | -6%
Cc1ccc(C(=O)Nc2nnc(-c3ccncc3)s2)o1 | 9% | -3% | 3% | / | 0 | 11 | 3% | -4% | -7%
CCN1CCN(CCNC(=O)C2CCN(Cc3nc(-c4ccc(Cl)cc4)oc3C)CC2)CC1 | -8% | 2% | 11% | i | 1 | 4 | 6% | 2% | -8%
Cc1ccc2nc(-c3ccc(SCC(=O)O)nc3)[nH]c2c1 | -11% | -1% | 10% | + | 9 | 8 | 14% | 2% | 5%
COc1cccc(OC)c1C(=O)Nc1ccc(CN2CCOCC2)cc1 | -9% | / | 5% | i | 6 | 9 | -3% | 2% | /
CCC(C)[C@H](NC(=O)NC1CCCc2ccccc21)C(=O)O (stereo not given in full) | -4% | 22% | -9% | i | 0 | 8 | 8% | -3% | 6%
COc1ccccc1N1CCN(C(=O)CSc2nnc(NC(=O)C3CC3)s2)CC1 | -9% | -1% | / | i | 11 | 5 | 10% | -2% | -1%
COc1ccc(C)cc1NC(=O)CCN1CCCC1 | 1% | 3% | -1% | i | 0 | 0 | 9% | 0% | 2% | Spn PMK inh pilot replicates=3.5;MK inhibit pilot replicates=3.0;DPM-DC inhibit pilot screen %=6.5
CC(C)(C)c1cc(NC(=O)c2cc(F)c(F)c(F)c2F)no1 | -3% | 10% | 13% | i | 0 | 0 | 22% | 7% | -3% | Spn PMK inh pilot replicates=1.0;MK inhibit pilot replicates=2.5;DPM-DC inhibit pilot screen %=0.0
O=C(NCCOC(=O)c1ccc(Cl)c(S(=O)(=O)N2CCCCC2)c1)c1ccncc1 | 0% | -12% | / | i | 24 | 8 | 0% | 1% | -10%

Among those listed so far, 2 contain a tert-butyl group:
SMILES | Bfl-1 displacement | HPDE-C7K KRASV12 | LYP inhibition | DPM-DC inhibit | Spn PMK inh | MK inhibit | TNAP inhibition | HT1080 viability | HPDE-C7 viability | others
CC(C)(C)n1ncc2c(=O)n(CC(=O)Nc3ccc4c(c3)OCCO4)cnc21 | 1% | -8% | / | i | 9 | 6 | 3% | 13% | -7%
CC(C)(C)c1cc(NC(=O)c2cc(F)c(F)c(F)c2F)no1 | -3% | 10% | 13% | i | 0 | 0 | 22% | 7% | -3% | Spn PMK inh pilot replicates=1.0;MK inhibit pilot replicates=2.5;DPM-DC inhibit pilot screen %=0.0

3 structures from above, ordered by molar mass, low to high:
SMILES | Bfl-1 displacement | HPDE-C7K KRASV12 | LYP inhibition | DPM-DC inhibit | Spn PMK inh | MK inhibit | TNAP inhibition | HT1080 viability | HPDE-C7 viability | others
CC(NC(=O)OCc1ccccc1)C(=O)NCC1CCCO1 (stereo not given) | -3% | -37% | 0% | i | 6 | 12 | 10% | -17% | -22%
CC(C)(C)n1ncc2c(=O)n(CC(=O)Nc3ccc4c(c3)OCCO4)cnc21 | 1% | -8% | / | i | 9 | 6 | 3% | 13% | -7%
Cc1onc(-c2c(F)cccc2Cl)c1C(=O)Nc1ccc(S(=O)(=O)Nc2ncccn2)cc1 | -5% | -13% | 6% | i | 8 | 0 | 10% | 20% | -6%
